Neddylation inh: cullin neddylation inhibition | TR-FRET cullin neddylation, biochemical | calls only at 25 µM | P61081+Q13564 | 360,000 tested, 0.58% active; in the data active = inhibition above about 36%
Rpn11 inh: inhibitors of human proteasome Rpn11 | human 26S proteasome, Ub4-pepOG fluorescence polarization; 20S core pre-blocked with epoxomicin | AID 588493 | calls only at 20 µM | O00487 | 360,000 tested, 0.59% active;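 active = inhibition at 20 µM, scaled to each plate's controls, above about 33%, limit read from the data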
SUMO1-SIM PPI: SUMO1-SIM interaction modulation. 360,000 tested, 0.33% active. SUMO1 binding to a labelled peptide, TR-FRET, 1 h. P63165. inhibition, % at 20 µM; in the data active = inhibition above about 37%
Target sequence (P63165 whole entry, looked up): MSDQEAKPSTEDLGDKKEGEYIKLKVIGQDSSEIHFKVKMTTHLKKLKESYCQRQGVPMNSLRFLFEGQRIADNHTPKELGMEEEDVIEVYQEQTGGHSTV
STEP block: blocks human striatal-enriched tyrosine phosphatase; recombinant STEP, OMFP fluorogenic substrate, fluorescence; inhibition, % at 20 µM; 360,000 tested, 0.25% active;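 active = inhibition at 20 µM, scaled per plate between control wells, above about 37%, limit read from the data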;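 note: 0% = DMSO with enzyme and substrate and 100% = substrate only without enzyme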
Target sequence (P54829 whole entry, looked up): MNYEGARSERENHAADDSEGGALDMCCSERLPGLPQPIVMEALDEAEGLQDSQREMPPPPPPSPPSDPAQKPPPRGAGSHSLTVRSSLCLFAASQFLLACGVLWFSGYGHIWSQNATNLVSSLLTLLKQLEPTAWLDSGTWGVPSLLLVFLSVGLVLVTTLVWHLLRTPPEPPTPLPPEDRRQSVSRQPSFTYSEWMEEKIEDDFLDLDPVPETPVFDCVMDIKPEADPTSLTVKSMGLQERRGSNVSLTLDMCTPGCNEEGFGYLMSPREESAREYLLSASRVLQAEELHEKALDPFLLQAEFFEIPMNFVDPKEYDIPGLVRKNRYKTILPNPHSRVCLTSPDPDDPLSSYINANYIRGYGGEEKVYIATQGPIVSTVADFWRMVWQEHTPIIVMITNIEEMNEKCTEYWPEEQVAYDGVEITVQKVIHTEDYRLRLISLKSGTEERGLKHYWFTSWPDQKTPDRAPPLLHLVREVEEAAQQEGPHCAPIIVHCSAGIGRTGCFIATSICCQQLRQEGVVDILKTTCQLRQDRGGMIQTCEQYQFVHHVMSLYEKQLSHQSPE
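Material: STEP (striatal-enriched tyrosine phosphatase) enzyme, cell-free | Medium: 50 mM Bis-Tris pH 6.0 with 2.5 mM DTT and 0.005% Tween 20 | Read-out: Percent inhibition scaled to no-enzyme and uninhibited-enzyme controls, plate-pattern corrected | Signal: Fluorescence read at 480 nm ex / 540 nm em | Times: 20 min reaction, room temperature, in the dark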
CSN inh: blocks human CSN-mediated cullin deneddylation; Q92905; Purified CSN, SCF-Nedd8-OG deneddylation, fluorescence polarization; inhibition, % at 12.5 µM; 360,000 tested, 0.38% active; AID 651999;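 active = pattern-corrected inhibition above about 35%, with an unprinted fluorescence ratio check between 0.5 and 1.5, limit read from the data, passing the limit was not always enough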;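 note: 0% = enzyme with substrate and 100% = substrate without enzyme; some results filed as inactive read as strong as hits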
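test system = HEK293T-derived human Csn5 enzyme | amount = 0.24 nM Csn5 enzyme, final concentration | medium = Tris/NaCl/DTT buffer, pH 7.5 | schedule = 90 min reaction at room temperature | signal = FP | evaluation = inhibition of Csn5 cleavage, % | compound dosing = single dose of 12.5 µM compound with 0.25% DMSO | probe or stimulus = 10 nM SCFSkp2-Nedd8OG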
Rin1 Abl inh: blocks binding of human Rin1 to Abl. P00519+Q13671. 360,000 tested, 0.4% active. AID 588664. TR-FRET Rin1/Abl binding, biochemical. inhibition, % at 7.35 µM; in the data active = inhibition above about 5%, passing the limit was not always enough
Scp-1 inhibitor: blocks human Scp-1 phosphatase activity; AID 493091; Q9GZU7; Recombinant Scp1, phosphopeptide, malachite green phosphate absorbance; 340,000 tested, 0.88% active; inhibition, % at 20 µM;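 active = inhibition above about 50% at 20 µM, limit read from the data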;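 note: plate controls were DMSO wells with enzyme for no effect and wells lacking enzyme for full effect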
Target sequence (Q9GZU7 76-261 limits assumed): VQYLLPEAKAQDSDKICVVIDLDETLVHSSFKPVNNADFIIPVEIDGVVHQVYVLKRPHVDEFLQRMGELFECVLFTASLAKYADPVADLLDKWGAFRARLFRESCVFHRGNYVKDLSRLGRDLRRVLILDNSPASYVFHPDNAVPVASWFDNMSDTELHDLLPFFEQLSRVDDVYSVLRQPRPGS
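assay system = SCP-1 phosphatase catalytic domain, residues 76-261 | buffer or medium = 50 mM Tris acetate pH 5.5, 0.005% Tween-20, 10 mM MgCl2 | incubation = enzyme reaction 45 min at room temperature, colour 5 min, stabilisation 30 min | signal = Phosphate-binding colour reagent, absorbance read at 630 nm | measure = % inhibition at 20 µM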
DNMT1 block: DNMT1 (human) enzyme inhibition; 360,000 tested, 0.83% active; inhibition (reported as % activation of signal), % at 10 µM; AID 588458; DNMT1 molecular beacon, Hinp1I cleavage, fluorescence; in the data active = inhibition above about 50%
LMPTP inh: blocks human LMPTP phosphatase | P24666 | recombinant LMPTP-A, OMFP fluorogenic substrate, fluorescence intensity | inhibition, % at 20 µM | 360,000 tested, 0.22% active;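 active = compounds that cut the enzyme signal by at least half of the control window in the single-dose screen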;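 note: plate controls were DMSO wells with enzyme plus substrate for no effect and substrate without enzyme for full effect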
Target sequence (P24666 whole entry, looked up): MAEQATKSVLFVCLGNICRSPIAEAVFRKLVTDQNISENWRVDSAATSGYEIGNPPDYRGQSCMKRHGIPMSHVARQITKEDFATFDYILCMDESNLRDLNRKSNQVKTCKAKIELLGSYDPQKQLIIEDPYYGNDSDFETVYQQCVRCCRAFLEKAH
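Assay system: LMPTP-A phosphatase enzyme | Input: 0.625 nM enzyme | Also added: Fluorogenic phosphatase substrate OMFP at 400 µM final | Compound dosing: One test concentration per compound, 20 µM, with 3% DMSO overall | Schedule: 50 min enzyme reaction at room temperature, protected from light | Signal: Fluorescence intensity | Benchmarks: no-enzyme and uninhibited controls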
NadD inh: inhibitors of Staphylococcus aureus NadD | AID 602399 | purified NadD enzyme, colorimetric absorbance read-out | 360,000 tested, 0.78% active | inhibition, % at 20 µM; in the data active = inhibition above about 26%; note: some compounds past the cut are filed as inactive
* hit, by the source's call; i = inactive; x = not tested or not shown; + = active, no number.

Compound	Scp-1 inhibitor	Neddylation inh	SUMO1-SIM PPI	Rpn11 inh	DNMT1 block	NadD inh	STEP block	LMPTP inh	CSN inh	Rin1 Abl inh
c1ccc2c(c1)-c1cccc3cncc-2c13	0	+	-29	i	23	-3	4	1.4	2	-2
Cc1ccc(S(=O)(=O)N2CCC[C@H]2C(=O)OCC(=O)c2ccc3c(c2)NC(=O)CO3)cc1	-7	i	7	i	-1	-2	0	6.6	-2	-5
C=CCn1c(SCC(=O)c2c(N)n(C3CC3)c(=O)[nH]c2=O)nnc1-c1ccccc1OC	3	i	14	i	-1	-4	-1	-2.1	-8	1
CC1CCc2c(sc(NC(=O)c3ccc(Cn4cc([N+](=O)[O-])cn4)o3)c2C#N)C1 (configuration not stated)	71*	i	5	i	42	14	2	5.2	5	2
Cc1ccc2c(c1)nnn2C1CCN(S(=O)(=O)c2ccc3ccccc3c2)CC1	-7	i	0	i	-3	1	7	6.6	0	1
CO/N=C/C(=N\Nc1ccccc1)C(=O)c1ccccc1	-5	i	-7	i	0	1	1	3.7	-16	2
CCS(=O)(=O)N1CCN(CC(=O)NC2CCCCC2)CC1	-10	i	3	i	3	-2	0	-1.1	-7	0
CCOC(=O)Cc1csc(NC(=O)c2c(O)c3ccccc3n(CC(C)C)c2=O)n1	-8	i	5	i	11	-4	3	-0.5	-1	1
COc1ccc(C)cc1S(=O)(=O)Nc1ccc2c(c1)N(C(C)=O)CCC2	2	i	0	i	0	-1	-2	-0.9	1	1
CCCCOC(=O)n1c(=O)oc2ccccc21	-6	i	-1	i	2	5	1	-0.5	-4	0
COC(=O)CCCCCCCCC(O)CN(C)C (configuration not stated)	-7	i	2	i	3	0	-2	-1.4	-3	0
COC(=O)c1c(NC(=O)c2nc3nc(C)cc(C(F)F)n3n2)sc2c1CCC2	-1	i	-19	i	-3	-3	2	1.9	-1	-1
CCOC(=O)CNC(=O)CSc1nnc(-c2ccc(OC)cc2)n1CC	6	i	-2	i	4	-8	-2	-1.8	1	-1
Cc1ccsc1/C=N\NC(=O)Cn1nnc2ccccc21	3	i	-12	i	2	-3	1	0.1	-13	0
COCCNC(=O)C1CCCN(C(=O)c2ccc(SC(F)(F)F)cc2)CC1 (configuration not stated)	x	i	-3	i	5	-6	0	-1.2	0	0
Cc1cc(N)n(-c2ccccc2C)n1	-8	i	0	i	1	3	4	-0.2	-2	-2
CN(C)c1ccc(C(CNC(=O)c2ccco2)N2CCCC2)cc1 (configuration not stated)	-3	i	1	i	2	-9	0	0.3	-1	4
Cc1csc2c(N3CCN(C(=O)c4ccc(C(C)(C)C)cc4)CC3)ncnc12	-4	i	2	i	-2	5	1	1.4	-3	-3
CN(C(=O)COC(=O)C1CSC2(C)CCC(=O)N12)c1ccccc1 (configuration not stated)	-6	i	-1	i	0	-9	2	1.3	2	3
Cc1ccc(-n2c3c(cc(C(=O)N4CCN(C)CC4)c2=O)C(=O)CC(C)(C)C3)cc1	-4	i	0	i	0	-3	-1	-2.8	0	1
COc1ccc(CNC(=O)c2cccc3c2C(=O)N(Cc2cccnc2)C3)cc1	5	i	-3	i	0	0	1	-0.6	0	4
COc1ccc(N2CCN(C(=O)c3ccc(CS(=O)Cc4ccc(Cl)cc4)o3)CC2)cc1 (configuration not stated)	-5	i	-2	i	-2	4	0	0.6	-2	1
COc1cccc(-c2nc3ccc(C(=O)N4CCCC(O)C4)cc3o2)c1 (configuration not stated)	3	i	2	i	2	-1	0	-0.9	4	-4
COC(=O)c1cc2c(-c3ccccc3)cc3ccccn3c-2c1C(=O)OC	-12	i	-19	i	-11	-18	0	-0.4	-37	4
CC(=O)c1ccc(NC(=O)CN2C(=O)/C(=C/C=C/c3ccccc3)SC2=S)cc1	-9	i	-1	x	-5	36*	-1	4.9	32	2
COc1cc(C(=O)CSc2nncn2C)cc(OC)c1OC	0	i	-1	i	-1	5	0	-2.0	-3	-2
CC(/C=C/c1ccc2c(c1)OCO2)=N/NC(=O)COc1ccc(C)cc1	-7	i	-8	i	2	-6	0	0.8	-9	-7
COc1ccc(-n2c3c(cc(C(=O)Nc4ccc(C)cc4)c2=O)C(=O)CCC3)cc1	4	i	-2	i	-7	-1	-6	0.5	0	-1
CCCCNC(=O)c1cc2c(=O)n(CC)c3ccccc3c2s1	-15	i	-13	i	-6	-12	-1	0.9	2	0
Cc1cc2oc(=O)cc(CN3CCCCC3)c2cc1C(C)C	0	i	-3	i	0	4	-1	-2.1	-2	3
O=C(Nc1cccc([N+](=O)[O-])c1)N1CCN(c2ccccc2)CC1	2	i	-28	i	0	-2	3	1.3	-1	1
CC(=O)c1sc(NC(=O)COc2ccc(C(C)C)c(C)c2)nc1C	-1	i	5	i	4	-4	7	-1.5	3	-3
C/C(=N\NC(=O)c1cccs1)c1c(O)cc(C)oc1=O	-5	i	3	i	-1	-4	-1	-0.8	2	0
O=C(CSC(=O)c1ccccc1)Nc1ccccc1F	22	i	0	i	-4	-1	5	1.9	-3	2
CC1(Cc2ccccc2Cl)C(=O)Nc2c(Cl)cccc21 (configuration not stated)	x	i	0	i	-9	-7	0	-0.2	3	-2
CCOc1ccc(NC(=O)C2CCC(CNc3c(N4CCOCC4)c(=O)c3=O)CC2)cc1 (configuration not stated)	-3	i	1	i	-1	-7	-1	-0.4	-2	0
O=C(NC1CC1)C1CCN(S(=O)(=O)c2ccc(Cl)c([N+](=O)[O-])c2)CC1	-5	i	-15	i	6	1	3	0.3	-1	1
CCc1ccccc1Nc1nc(-c2cccnc2)cs1	6	i	0	i	6	-5	-1	-0.3	1	-1
O=C(NCc1cccnc1)c1cc(C2CCCN(S(=O)(=O)c3cccc4cccnc34)C2)on1 (configuration not stated)	x	i	0	i	-1	-1	2	-1.6	-2	0
CCOCCCNC(=O)C(Cc1ccccc1)NC(=O)c1ccco1 (configuration not stated)	-6	i	2	i	7	-3	2	-1.0	0	-7
COC(=O)CSc1nnc2cc(C)c3ccccc3n12	1	i	-3	i	-1	-9	-2	-0.6	1	-6
COCc1ccc(CN2CCCC(CO)(Cc3ccccc3)C2)o1 (configuration not stated)	-6	i	-2	i	-4	-2	-1	0.2	-1	1
CC1=C(C(=O)N2CCCCC2)C(c2cccs2)NC(=O)N1 (configuration not stated)	36	i	-4	i	4	9	-5	0.0	2	4
CSc1ccccc1NC(=O)CN(C)C(=O)/C=C/c1ccccc1	2	i	-7	i	2	-5	0	-0.5	-3	3
COc1ccc(N2CCN(C(=O)c3ccc(N4C(=O)NC5CC4(C)Oc4ccccc45)cc3)CC2)cc1 (configuration not stated)	-2	i	1	i	-6	7	1	-0.3	0	-3
Cc1cc2ccccn2c1C(=O)c1ccc([N+](=O)[O-])cc1[N+](=O)[O-]	2	i	-22	i	1	9	0	0.0	6	-1
COc1ccccc1NC(=S)N(Cc1cccs1)C1CCCC1	-4	i	-1	i	-2	-6	2	1.3	8	-4
COc1cccc(CC(=O)OC(C)C(=O)Nc2ncc(Cl)cc2Cl)c1 (configuration not stated)	-3	i	-5	i	3	0	0	-1.4	5	-5
COc1ccc(C(CNC(=O)c2cccc(NS(=O)(=O)c3ccccc3)c2)N2CCCC2)cc1 (configuration not stated)	-5	i	-5	i	-3	0	-2	0.3	-3	2
C=CCNc1ncnc2ccccc12	-2	i	-2	i	5	-4	-2	3.5	1	3
CC(C)c1ccc(C2/C(=C(/O)c3ccc(F)cc3)C(=O)C(=O)N2CCCN2CCOCC2)cc1 (configuration not stated)	2	i	-3	i	0	15	2	-2.7	0	1
Cc1ccc(-c2cc3nc(-c4ccccc4)cc(N4CCOCC4)n3n2)cc1	6	i	5	i	-5	19	-3	1.4	-2	-3
O=C1NC(=S)NC1Cc1ccc(O)cc1 (configuration not stated)	1	i	-2	i	-2	-2	-1	-1.2	6	3
CC(C)(C)c1ccc(C(=O)N2CCN(c3ccc(N4CCOCC4)nn3)CC2)cc1	-6	+	-6	i	-2	4	1	1.2	1	0
CCOC(=O)c1c(C)[nH]c(C)c1C(=O)COC(=O)/C=C/c1ccc(Cl)cc1	-14	i	-6	i	-3	-7	1	2.2	-4	-1
COC(=O)c1ccc2c(c1)C(=O)N(C1CCCCC1)C2=O	-5	i	-14	i	8	0	4	0.9	6	-4
CCC(=O)OC1CC(C)N(C(=O)c2ccccc2)c2ccc(C)cc21 (configuration not stated)	-3	i	2	i	-5	0	1	-0.3	-1	2
COC(=O)Cn1cc(C(=O)C2CC2)c2ccccc21	-2	i	-1	i	2	-6	2	-1.4	0	2
COc1ccccc1-c1nnc(SCC(=O)c2c(N)n(C3CC3)c(=O)[nH]c2=O)n1C	-5	i	-1	i	7	1	-1	-3.2	0	-1
CCSc1nc2sc3c(c2c(=O)n1-c1ccc(OC)cc1)CCN(C)C3	-12	i	-11	i	0	-8	0	3.7	1	0

Already shown: an excerpt of the list.
Compound	Scp-1 inhibitor	Neddylation inh	SUMO1-SIM PPI	Rpn11 inh	DNMT1 block	NadD inh	STEP block	LMPTP inh	CSN inh	Rin1 Abl inh
c1ccc2c(c1)-c1cccc3cncc-2c13	0	+	-29	i	23	-3	4	1.4	2	-2
Cc1ccc(S(=O)(=O)N2CCC[C@H]2C(=O)OCC(=O)c2ccc3c(c2)NC(=O)CO3)cc1	-7	i	7	i	-1	-2	0	6.6	-2	-5
C=CCn1c(SCC(=O)c2c(N)n(C3CC3)c(=O)[nH]c2=O)nnc1-c1ccccc1OC	3	i	14	i	-1	-4	-1	-2.1	-8	1
CC1CCc2c(sc(NC(=O)c3ccc(Cn4cc([N+](=O)[O-])cn4)o3)c2C#N)C1 (configuration not stated)	71*	i	5	i	42	14	2	5.2	5	2

The list goes on:
Compound	Scp-1 inhibitor	Neddylation inh	SUMO1-SIM PPI	Rpn11 inh	DNMT1 block	NadD inh	STEP block	LMPTP inh	CSN inh	Rin1 Abl inh
O=C(CSc1nc2ccccc2c(=O)n1-c1ccc(F)cc1F)NC1CCS(=O)(=O)C1 (configuration not stated)	x	i	-5	i	-3	-1	0	0.2	-3	-2
CCn1nc(C)c(NC(=O)/C=C/c2ccc(OC)c(COc3ccc(Cl)cc3Br)c2)c1C	-7	i	-3	i	24	-1	4	1.0	3	2
Cc1cc(SCc2ccccc2Cl)nc(=O)[nH]1	-11	i	2	i	12	6	0	1.5	8	1
CCN(CC)CC(=O)NN(Cc1ccccc1)c1ccccc1	-7	i	0	i	0	2	1	-3.2	6	1

Source: PubChem BioAssay
